High-throughput results as filed in PubChem BioAssay.
5-HT1A blocker: 5-HT1a (human) receptor antagonism; P08908; CHO 5-HT1a Ga15 NFAT-bla reporter, antagonist mode; inhibition, % at 10 µM; actives 0.68% (n = 62,000); AID 612;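 active means inhibition above the mean of all tested compounds plus 3 SD, cut at about 43% in these data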;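 further: receptor stimulated by 5-CT agonist at 100 nM near EC80; beta-lactamase reporter measured by ratiometric fluorescence of a cleavable substrate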
SF1 activator: activates the human nuclear receptor SF-1; Q13285; CHO-K1 Gal4-SF-1 LBD luciferase reporter; % increase over DMSO SF-1-specific signal; activation, % at 10 µM; actives 1.9% (n = 65,000);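 active means activation above the mean activation of all tested compounds plus 3 SD, cut at about 50% in these data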
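Test system: CHO-K1 cells with Gal4–hSF-1 LBD chimera plus Gal4-driven luciferase; Input: 4,000 cells/well; Compound: 10 µM only; Times: 20 h compound treatment, 37 °C; Measured by: steady-glow luciferase luminescence, read after 15 min reagent incubation; Measure: percent activation versus DMSO; Control set: DMSO and mock-transfected background; Replicates: one test per compound.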
NADH coupling: inhibition of NAD/NADH coupling enzymes, library profiling; coupled PK/LDH NADH assays, four targets; IC50, µM (doses to about 10 µM), without a hit: at the top dose inhibition; actives 0.02% (n = 65,000); AID 774;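 active means single-dose screening hits from any of four coupled enzyme assays that gave an IC50 when retested across doses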;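 further: the DPM-DC format reads NADH fluorescence rather than 340 nm absorbance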
HTR1E agonist: 5-HT1E (human) receptor agonism. AID 574. P28566. CHO 5-HT1E Ga15 NFAT-bla reporter, FRET; 0% DMSO wells, 100% control agonist wells. activation, % at 6 µM. actives 0.69% (n = 65,000);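 active means activation above a set limit, the screen-wide mean activation plus 3 SD, cut at about 8.5% in these data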;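 further: 100% = positive control agonist at 1 µM giving full maximal response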
Target sequence (P28566 whole entry, looked up): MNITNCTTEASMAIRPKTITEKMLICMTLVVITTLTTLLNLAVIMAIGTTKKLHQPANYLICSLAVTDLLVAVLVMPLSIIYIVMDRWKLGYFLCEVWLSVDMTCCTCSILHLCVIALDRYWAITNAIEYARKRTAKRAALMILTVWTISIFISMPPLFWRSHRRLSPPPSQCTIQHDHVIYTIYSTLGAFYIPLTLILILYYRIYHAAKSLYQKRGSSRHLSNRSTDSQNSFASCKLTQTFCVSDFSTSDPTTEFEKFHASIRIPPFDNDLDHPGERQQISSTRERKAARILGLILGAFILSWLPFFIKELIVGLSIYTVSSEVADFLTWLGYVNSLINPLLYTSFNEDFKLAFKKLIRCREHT
RORa activator: activators of human nuclear receptor RORA. P35398. CHO-K1 Gal4-RORA LBD luciferase reporter, luminescence; percent increase over mock-subtracted basal signal. activation, % at 10 µM. actives 1.5% (n = 65,000);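 active means activation above the mean of all tested compounds plus 3 SD, cut at about 49% in these data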;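 further: 0% = DMSO-treated RORA cells and 100% = added signal equal to DMSO minus mock-transfected cells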
Target sequence (P35398 whole entry, looked up, the tested form may be a part): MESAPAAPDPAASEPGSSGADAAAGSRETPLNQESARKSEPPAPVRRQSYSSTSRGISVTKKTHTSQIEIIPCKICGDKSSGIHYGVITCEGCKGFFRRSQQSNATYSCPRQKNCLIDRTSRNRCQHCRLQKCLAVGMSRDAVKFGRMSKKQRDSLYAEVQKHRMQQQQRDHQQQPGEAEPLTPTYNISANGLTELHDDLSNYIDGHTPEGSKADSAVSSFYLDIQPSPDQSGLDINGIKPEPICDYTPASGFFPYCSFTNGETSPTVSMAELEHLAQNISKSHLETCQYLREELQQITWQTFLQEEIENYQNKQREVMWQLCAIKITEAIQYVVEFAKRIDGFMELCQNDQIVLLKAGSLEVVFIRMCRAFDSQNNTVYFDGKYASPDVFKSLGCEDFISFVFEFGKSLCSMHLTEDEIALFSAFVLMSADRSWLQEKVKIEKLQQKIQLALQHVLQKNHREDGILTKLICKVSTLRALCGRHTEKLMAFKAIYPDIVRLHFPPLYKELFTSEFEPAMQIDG
5HT1E antag: antagonists of human 5-HT1E serotonin receptor; P28566; CHO 5-HT1E Ga15 NFAT-bla reporter, FRET, antagonist; inhibition, % at 6 µM; actives 0.99% (n = 65,000); AID 571;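 active means inhibition above a set limit, the mean inhibition across every tested compound plus 3 SD, cut at about 29% in these data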;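 further: signal is the 460 over 535 nm emission ratio of beta-lactamase substrate; 0% = agonist plus DMSO wells and 100% = wells without agonist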
MMP-13 inhibitor: inhibitors of human MMP13. P45452. MMP-13 fTHP FRET cleavage, Mca fluorescence. inhibition, % at 4 µM. actives 0.07% (n = 65,000);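 active means inhibition above the mean of compound-free control plate wells plus 3 SD, cut at about 14% in these data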;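 further: 0% = DMSO wells and 100% = wells with reference MMP-13 inhibitor after basal subtraction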
5HT1a ag: agonists of human 5-HT1a serotonin receptor; CHO 5-HT1a Ga15 NFAT-bla reporter, FRET ratio; 0% basal, 100% maximal reference agonist; activation, % at 10 µM; actives 0.56% (n = 65,000); AID 567;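 active means activation above the screen-wide mean activation plus 3 SD, cut at about 19% in these data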;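 further: 0% = DMSO wells and 100% = 5-CT at EC100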
tolC growth inh: E. coli tolC mutant growth inhibition; AID 573; actives 2.2% (n = 65,000); growth inhibition, % at 10 µM (by protocol); E. coli BW25113 tolC mutant growth, OD615;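 active means growth inhibition at or above a cutoff equal to the mean over every tested compound plus 3 SD, cut at about 60% in these data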;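 further: growth measured after 20 h incubation at 37 °C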
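Assay system: tolC-deleted E. coli BW25113. Medium: kanamycin-containing LB broth (50 µg/mL). Dosing: 10 µM final, single dose. Timing: bacterial growth with compound for 20 h at 37 °C. Detection: A615 absorbance measurement. Read-out basis: growth inhibition in percent.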
The depositor's hits bear a star; / = no result given; [ ] = another dose, or the depositor's remark. Hits appear at their usual frequency; 7.2% or so of the library scored in one or more.

1: CCOc1ccc2c(C)c(C(=O)O)oc2c1OCC
2: Cc1cc(C)nc(Nc2n[nH]c(COc3ccccc3)n2)n1
3: O=C(c1ccc(COCC(F)(F)F)o1)N1CCCCCC1
4: CCOc1ccc(NC(=O)C(CC)NC(=O)c2ccccc2CO)cc1 (centres undefined)
5: CCOC(=O)Cc1csc(SCC(=O)c2c(N)n(CC(C)C)c(=O)n(C)c2=O)n1
6: COC(=O)c1ccccc1NC(=O)CN(C)S(=O)(=O)c1cc(C)ccc1OC
7: CS(=O)(=O)N(CC(=O)Nc1ccc2c(c1)OCO2)c1ccccc1
8: Fc1cccc(Cl)c1Cn1nnc2c(NCc3ccccn3)ncnc21
entry no.	1	2	3	4	5	6	7	8
5-HT1A blocker	4.0	-7.8	-10.3	-0.1	10.6	8.7	-6.6	-7.8
SF1 activator	-14.6	25.5	-9.7	-1.5	-5.9	-9.9	3.2	6.8
NADH coupling	4.0%	3.0%	3.0%	8.0%	8.0%	7.0%	6.0%	2.0%
HTR1E agonist	-0.2	0.5	-0.8	-0.5	-0.6	0.4	-0.1	-0.9
RORa activator	-9.6	2.8	-7.6	-2.7	0.7	-20.4	-19.0	-10.0
5HT1E antag	0.9	-6.9	8.3	3.2	11.6	-1.9	0.1	1.1
MMP-13 inhibitor	-194.8[fluorescence artefact?]	0.4	0.8	1.5	1.2	-5.5	4.0	-4.5
5HT1a ag	-1.9	0.9	-2.7	-1.6	0.4	0.0	-2.4	-2.3
tolC growth inh	5.1	-3.8	8.8	-22.0	-14.6	21.5	-7.9	17.5

9: CCn1ncc(C2=NOC(C(=O)Nc3cccc(C(C)=O)c3)C2)c1C (centres undefined)
10: O=C1c2oc3ccccc3c(=O)c2C(c2cccnc2)N1CCCN1CCOCC1 (centres undefined)
11: CCC(=O)N1CCN(c2ccc(NC(=O)c3ccc4c(c3)OCO4)cc2)CC1
12: CC1=C(C#N)C(NC(=O)C2CC2)(C(F)(F)F)C(=O)N1 (centres undefined)
13: CCSCc1nnc(SCC(=O)Nc2cccc(SC)c2)n1C
14: CN(Cc1ccccc1)C(=O)CCn1c(=O)oc2ccccc21
15: Cc1cc(NC(=O)CC(CN(C)S(=O)(=O)c2ccccc2)c2ccccc2)no1 (centres undefined)
16: Cc1nonc1NC(=O)c1ccc(Cl)c(S(=O)(=O)N2CCCCC2)c1
entry no.	9	10	11	12	13	14	15	16
5-HT1A blocker	-1.4	0.6	11.6	0.9	5.8	-9.4	29.3	-9.3
SF1 activator	-13.7	13.4	9.9	16.2	6.7	-7.2	-17.4	9.4
NADH coupling	3.0%	6.0%	6.0%	2.0%	4.0%	3.0%	1.0%	5.0%
HTR1E agonist	-1.2	-1.1	0.1	-0.8	0.9	0.5	-0.9	-0.8
RORa activator	-23.0	-10.3	25.0	-14.0	-7.0	-21.7	21.2	19.5
5HT1E antag	-2.6	5.2	12.4	5.6	-7.3	4.0	12.6	-3.5
MMP-13 inhibitor	2.9	0.2	-1.3	-1.5	-0.8	5.5	3.0	-3.1
5HT1a ag	-2.2	0.3	-1.8	-1.4	-1.4	0.3	-2.7	-1.4
tolC growth inh	0.2	-8.8	-8.1	-14.2	-5.5	-4.5	1.2	24.4

17: CCN(CC)CCCN1C(=O)c2oc3ccccc3c(=O)c2C1c1cccnc1 (centres undefined)
18: COC(=O)c1cc(COC(=O)c2ccc(OC)c(S(=O)(=O)N3CCCC3)c2)oc1C
19: O=C(CCCn1c(=S)[nH]c2cc3c(cc2c1=O)OCO3)NC1CC1
20: CN1C(=O)c2ccccc2C(C(=O)NCCCN2CCCC2)C1c1c[nH]c2ccccc12 (centres undefined)
21: CCC(=O)Nc1cc(-c2nnc(OC)c3ccccc23)ccc1N1CCOCC1
22: Cc1ccc(-n2nnnc2SCC(=O)c2cc(C)n(CC3CCCO3)c2C)cc1 (centres undefined)
23: Cc1ccc(S(=O)(=O)N2CCCC2C(=O)OCc2ccco2)cc1 (centres undefined)
24: CCOc1ccc(/C(O)=C2\C(=O)C(=O)N(CCN(C)C)C2c2cccc(OC)c2OC)cc1Cl (centres undefined)
entry no.	17	18	19	20	21	22	23	24
5-HT1A blocker	-1.7	0.8	-0.5	-6.4	-9.6	-30.8	12.7	-0.8
SF1 activator	-14.6	-2.9	-6.7	-2.4	0.7	13.2	-15.8	11.0
NADH coupling	2.0%	2.0%	6.0%	7.0%	7.0%	2.0%	3.0%	5.0%
HTR1E agonist	-0.8	-0.5	-0.5	0.7	0.8	0.6	-1.7	0.4
RORa activator	1.4	10.3	-4.0	4.6	11.4	0.4	-19.7	-9.3
5HT1E antag	-11.3	12.5	1.3	1.7	-2.0	-5.1	7.0	-7.8
MMP-13 inhibitor	-5.8	-4.4	7.4	2.2	0.3	1.0	2.6	2.0
5HT1a ag	-2.7	-0.5	-4.1	1.8	-0.5	-1.7	-1.4	-3.8
tolC growth inh	5.0	14.0	-7.3	-30.1	-3.4	12.4	-5.4	-22.6

25: Cc1cc(C)n2c(SCc3cccs3)nnc2n1
26: COc1ccc(CN2C(=O)CCC2(C)C(=O)NC2CCCCC2)c(OC)c1 (centres undefined)
27: COc1ccc(C(C)=O)c2c(O)cccc12
28: Cc1ccc(-n2c3c(cc(C(=O)N4CCN(C)CC4)c2=O)C(=O)CC(C)(C)C3)cc1
29: Cc1[nH]c2ccc(F)cc2c(=O)c1SC(F)(F)C(F)C(F)(F)F (centres undefined)
30: O=C(CN1C(=O)CSC1=O)NCc1ccccc1
31: CCCC(=O)Nc1nnc(CC(=O)OCC)s1
32: CC(C(=O)NCCC1=CCCCC1)N1C(=O)c2ccccc2C1=O (centres undefined)
entry no.	25	26	27	28	29	30	31	32
5-HT1A blocker	3.2	-14.6	1.7	-6.6	/	-7.1	-1.9	-4.4
SF1 activator	-0.6	16.5	19.1	-9.3	13.0	-4.3	-8.1	6.0
NADH coupling	2.0%	4.0%	5.0%	4.0%	3.0%	3.0%	2.0%	3.0%
HTR1E agonist	-0.5	-0.1	0.3	0.4	0.0	0.6	-0.2	0.1
RORa activator	-5.9	19.2	-10.9	0.6	-15.9	-4.3	-15.4	6.7
5HT1E antag	-1.2	-14.2	0.9	3.0	4.3	-4.2	0.0	3.5
MMP-13 inhibitor	1.7	-0.5	-1.5	-3.9	-5.5	3.6	3.7	-0.7
5HT1a ag	-0.8	1.3	-0.7	-0.1	1.1	-4.2	-1.8	-0.1
tolC growth inh	-1.1	-16.0	8.0	-9.2	-2.7	-12.5	-0.8	1.8

33: COc1ccc(OC)c(S(=O)(=O)N(C)CC(=O)Nc2ccccc2OC)c1
34: CCOc1ccc(NC(=O)CCN2CCN(S(=O)(=O)c3cc(Cl)ccc3OC)CC2)cc1
35: CCOc1ccc2cc(S(=O)(=O)N3CCN(C)CC3)ccc2c1
36: CCCc1nc2scc(-c3ccccc3)c2c(=O)n1N
37: CCN1C(=O)OC2(CCCCC2)C1(C)O (centres undefined)
38: CCOC(=O)c1ccc(NC(=O)CN2C(=O)CNC2=O)cc1
39: Cc1cccc(CSc2nnc(-c3ccccn3)n2N)c1
40: Cc1nn(-c2ccccc2)c2[nH]c(=O)c(CNCc3ccc4c(c3)OCO4)cc12
entry no.	33	34	35	36	37	38	39	40
5-HT1A blocker	6.6	-9.8	-0.9	-1.0	8.4	11.2	-6.0	-7.6
SF1 activator	-4.8	-0.4	10.7	-8.1	3.9	-2.6	24.9	-6.5
NADH coupling	6.0%	4.0%	0.0%	6.0%	4.0%	4.0%	5.0%	5.0%
HTR1E agonist	-1.4	-1.4	0.5	0.2	-0.3	-0.1	1.3	1.2
RORa activator	-2.4	-13.0	13.6	0.0	-4.2	-5.0	4.4	-6.8
5HT1E antag	-11.3	9.3	-3.8	11.9	1.9	7.2	-1.4	-8.5
MMP-13 inhibitor	2.1	2.5	-8.0	-3.3	-0.8	2.4	5.7	-2.2
5HT1a ag	3.5	-1.4	-1.1	-2.5	-3.2	-4.1	-0.2	0.9
tolC growth inh	-5.2	-0.6	2.9	16.2	-21.8	-13.6	15.2	93.2*

41: CCOc1cc(C)c(C(C)C)cc1S(=O)(=O)n1ccc(C)n1
42: O=C(Nc1ccccc1C(F)(F)F)c1cccnc1
43: CCCC(=O)Nc1ccc(-c2nc3cc(C)c(C)cc3o2)cc1
44: Cc1ccc2nc(NC(=O)C3CCCN(S(=O)(=O)c4cccc5nsnc45)C3)sc2c1 (centres undefined)
45: Cc1csc(NC(=O)C2CCCN(S(=O)(=O)c3cccnc3)C2)n1 (centres undefined)
46: CC(=O)/C(C#N)=C1\NC(=O)C(Cc2ccccc2Cl)S1 (centres undefined)
47: CC(O)CSc1nc2c(c(=O)n(C)c(=O)n2C)n1CCCc1ccccc1 (centres undefined)
48: CNC(=O)c1ccccc1-c1ccccc1
entry no.	41	42	43	44	45	46	47	48
5-HT1A blocker	2.5	-8.4	-11.7	-23.1	4.7	/	-3.6	5.8
SF1 activator	-7.1	-8.8	33.3	2.4	-7.9	-29.9	-0.8	-12.4
NADH coupling	5.0%	7.0%	7.0%[fluoresces]	3.0%	9.0%	5.0%	4.0%	0.0%
HTR1E agonist	0.0	0.0	1.3	-0.2	-0.6	1.3	0.6	-1.5
RORa activator	-6.0	-3.7	48.0	-2.7	-20.3	-38.0	16.3	-9.2
5HT1E antag	4.4	-9.2	-3.6	-9.8	0.3	-19.6	1.4	2.2
MMP-13 inhibitor	-1.2	0.5	-197.9[fluorescence artefact?]	-6.0	-2.0	-0.3	-2.1	5.1
5HT1a ag	3.6	-1.4	-2.9	-2.5	-1.1	0.8	1.2	-0.5
tolC growth inh	27.4	-28.1	-3.5	51.7	2.8	4.0	6.2	-12.7

A portion taken from the entries so far:
1: CCOc1ccc2c(C)c(C(=O)O)oc2c1OCC
2: Cc1cc(C)nc(Nc2n[nH]c(COc3ccccc3)n2)n1
3: O=C(c1ccc(COCC(F)(F)F)o1)N1CCCCCC1
entry no.	1	2	3
5-HT1A blocker	4.0	-7.8	-10.3
SF1 activator	-14.6	25.5	-9.7
NADH coupling	4.0%	3.0%	3.0%
HTR1E agonist	-0.2	0.5	-0.8
RORa activator	-9.6	2.8	-7.6
5HT1E antag	0.9	-6.9	8.3
MMP-13 inhibitor	-194.8[fluorescence artefact?]	0.4	0.8
5HT1a ag	-1.9	0.9	-2.7
tolC growth inh	5.1	-3.8	8.8

More structures follow:
49: Cc1cc(C)n(-c2nnc(C)n2/N=C/c2ccccc2OCc2ccccc2Cl)n1
50: O=C(NCc1ccncc1)c1ccc(Cl)c(S(=O)(=O)N2CCOCC2)c1
51: CS(=O)(=O)N1CCN(C(=O)c2cc(-c3ccncc3)nc3ccc(Cl)cc23)CC1
52: Cn1ncc(Br)c1C(=O)Nc1ccc(Cl)cn1
entry no.	49	50	51	52
5-HT1A blocker	21.6	-14.0	-4.1	-10.3
SF1 activator	-13.5	17.7	16.1	-4.2
NADH coupling	7.0%	4.0%	2.0%	3.0%
HTR1E agonist	-0.6	-0.5	0.8	0.8
RORa activator	-26.6	10.0	-6.7	-6.8
5HT1E antag	10.4	-5.6	10.2	4.8
MMP-13 inhibitor	3.6	9.1	4.5	2.8
5HT1a ag	-0.7	-1.1	1.7	-1.4
tolC growth inh	22.5	-6.0	-3.1	0.2
